From PubChem BioAssay
Tat transport: E. coli Tat export inhibitors, primary screen, MC4100, TorA-mCherry reporter, fluorescence, single point. hit rate 0.036% among 340,000. inhibition, % at 10 µM;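 active = mean replicate inhibition at least 50% and at least half of replicates individually reaching 50%; inconclusive = only one of the two criteria met; inactive = neither criterion met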;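 note: exported cargo escapes ClpAP degradation while cytoplasmic cargo is degraded and loses fluorescence; 0% = median of neutral control wells and 100% = median of NaSCN control wells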
Ecoli viability: E. coli V3065 growth inhibition, primary screen, counter-screen for AddAB inhibitor project, absorbance, OD600 | inhibition, % at 11.9 µM | AID 449728, 2010 | 18 h | hit rate 0.27% among 330,000;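 active = inhibition above the campaign's mean inhibition across all tested compounds plus 3 SD, cut at about 9.9% in these data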;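 note: uninfected addAB+ strain grown without phage in ampicillin broth; 0% = DMSO wells and 100% = ciprofloxacin 0.95 µg/ml wells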
SR-BI DiI inh: inhibitors of SR-BI mediated HDL lipid uptake, primary screen, ldlA[mSR-BI] cells, fluorescence, single point. hit rate 0.96% among 320,000. inhibition, % at 12.5 µM. Scavenger receptor class B member 1 (Mus musculus), Q61009. ldlA[mSR-BI] CHO cells, DiI-HDL uptake fluorescence, 3 h. AID 488896, 2010;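 active = mean replicate inhibition of at least 70% and a set share of replicates each scoring 70 or more; inconclusive = meets just one of the two criteria; inactive = fails both criteria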;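 note: 0% = median of neutral control wells and 100% = median of positive control wells; values of inactives mirror those of a sister screen read the other way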
Target sequence (Q61009 whole entry, looked up): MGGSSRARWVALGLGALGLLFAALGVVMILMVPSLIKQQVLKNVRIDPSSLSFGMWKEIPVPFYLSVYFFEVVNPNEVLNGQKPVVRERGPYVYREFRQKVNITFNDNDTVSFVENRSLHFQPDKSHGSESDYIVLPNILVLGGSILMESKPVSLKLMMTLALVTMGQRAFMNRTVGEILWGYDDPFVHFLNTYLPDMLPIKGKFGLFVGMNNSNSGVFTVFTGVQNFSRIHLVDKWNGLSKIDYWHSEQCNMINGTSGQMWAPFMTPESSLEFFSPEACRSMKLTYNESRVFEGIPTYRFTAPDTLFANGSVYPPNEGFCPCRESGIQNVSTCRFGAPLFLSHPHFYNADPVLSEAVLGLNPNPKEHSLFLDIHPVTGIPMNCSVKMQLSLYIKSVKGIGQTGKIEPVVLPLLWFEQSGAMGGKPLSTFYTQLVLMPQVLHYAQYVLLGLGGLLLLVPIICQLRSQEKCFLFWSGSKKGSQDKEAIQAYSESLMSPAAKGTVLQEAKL
CAL PDZ FP-1: CAL PDZ peptide-binding inhibitors, primary screen, biochemical, fluorescence polarization, Cer-tagged CAL PDZ, HTS; purified CAL PDZ, TMR-peptide fluorescence polarization, 1 h; inhibition, % at 20 µM; hit rate 0.02% among 330,000; AID 504414, 2011;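 active = highest replicate inhibition of at least 40%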;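 note: plate controls were DMSO neutral control wells for no effect and unlabeled competitor peptide control wells for full effect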
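System: purified tagged CAL PDZ domain construct (CerCALP). Schedule: 1 h incubation at room temperature before polarization reading. Medium: 25 mM sodium phosphate pH 7.4, 150 mM NaCl, TCEP, IgG, Thesit. Read-out: percent inhibition from loss of millipolarization. Measured by: FP readout, S and P plane fluorescence. Probe or stimulus: fluorescent TMR peptide probe.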
MITF TRPM1 HTS: activators of MITF-driven TRPM1 promoter reporter, primary screen, cell-based, SK-MEL-5, luciferase, single point; SK-MEL-5 TRPM1-promoter luciferase, 24 h; % of positive control, neutral wells = 0; activation, % at 12.5 µM; hit rate 0.75% among 300,000;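 active = mean activation of at least 80% with every replicate also reaching 80%; inconclusive = mean reaches 80% but some replicate falls short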;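 note: 0% = neutral control wells and 100% = parthenolide positive control wells; values of inactives mirror those of a sister screen read the other way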
Wnt bcat act: Wnt/beta-catenin pathway activators, primary screen, cell-based, plate reader, single point; hit rate 1.2% among 300,000; Wnt/beta-catenin reporter cell assay, activator; activation, % at 9.35 µM; AID 743398, 2014; in the data active = activation above about 30%, passing the limit was not always enough; inconclusive = no clear call, values can overlap the other calls;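 note: 0% = neutral control wells and 100% = positive control wells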
SR-BI DiI-HDL act: activators of SR-BI mediated DiI-HDL uptake, primary screen, ldlA[mSR-BI] CHO cells, DiI fluorescence. 3 h; 100 = double the neutral-control signal. activation, % at 12.5 µM. hit rate 0.096% among 320,000. AID 504775, 2011;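 active = mean replicate activation of at least 60% and every replicate at or above 60%; inconclusive = mean or all-replicate condition met, but not both; inactive = mean below 60% and not all replicates reaching 60%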;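 note: 0% = median plate neutral-control signal and 100% = twice that signal; values of inactives mirror those of a sister screen read the other way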
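Test system: SR-BI-overexpressing, LDLR-lacking CHO cells; Also added: labelled HDL, 10 µg/mL; Measured by: bottom-read cell fluorescence after medium removal, ex 550/em 595 nm; Timing: 3 h uptake period with compound, 37 °C; Buffer or medium: F12, 0.5% BSA, 25 mM HEPES; Doses: single compound concentration, delivered by pin transfer.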
AddAB inh: growth inhibition of E. coli expressing H. pylori AddAB, primary screen, AddAB inhibitor project, absorbance; inhibition, % at 11.9 µM; hit rate 0.29% among 330,000; AID 435030, 2010; in the data active = inhibition above about 12%;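 note: 0% = vehicle wells of infected cells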
CAL PDZ FP-2: untagged CAL PDZ binding inhibitors, primary screen, biochemical, fluorescence polarization, HTS. Golgi-associated PDZ and coiled-coil motif-containing protein (Homo sapiens), Q9HD26. purified CAL PDZ, TMR-peptide fluorescence polarization, 1 h. inhibition, % at 24.9 µM. hit rate 0.92% among 300,000. AID 602252, 2012;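 active = mean inhibition of at least 30% with at least half of replicates also reaching 30%; inconclusive = no clear call, values can overlap the other calls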;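 note: 0% = DMSO neutral control and 100% = excess unlabeled competitor peptide PRC23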
phage Ecoli inh: growth loss of phage-infected E. coli, primary screen, RecBCD inhibitor project, absorbance, with phage, HTS; inhibition, % at 11.9 µM; AID 651602, 2012; hit rate 0.26% among 360,000; in the data active = inhibition above about 11%
* = called active by the depositor; ? = inconclusive; · = no result given; & = joins results of further samples. Outcome played no part in choosing rows; 3.6% or so of the library scored in one or more.

SMILES	Tat transport	Ecoli viability	SR-BI DiI inh	CAL PDZ FP-1	MITF TRPM1 HTS	Wnt bcat act	SR-BI DiI-HDL act	AddAB inh	CAL PDZ FP-2	phage Ecoli inh
COC(=O)c1ccc(CSc2nc3c(cnn3-c3ccc(C)c(C)c3)c(=O)[nH]2)o1	-7	0.4	-5	-2.9	11	·	5	4.3	0	2.4
COC(=O)c1cccc(S(=O)(=O)N2CCC(NC(=O)NC34CC5CC(CC(C5)C3)C4)CC2)c1	-4	-0.7	10	-1.6	·	-2	-10	-1.2	7	2.2
c1ccc(-c2ncc3c(ccc4ccccc43)n2)cc1	-1	-1.6	-4	-0.5	2	?	4	2.9	-1	-0.6
CCOC(=O)Cc1nnc(-c2ccccc2)o1	30	-0.2	-11	0.6	11	-3	11	1.7	·	4.5
Cc1ccc(C2c3c(oc4cc(C)c(C)cc4c3=O)C(=O)N2CCCN2CCOCC2)cc1 (centres undefined)	3	-0.3	2	-1.9	2	-1	-2	-1.2	·	1.6
COc1ccc(CCC(=O)NCC23CC4CC(CC(C4)C2)C3)cc1	25	1.3	-4	-0.6	-3	0	4	1.6	-14	-1.1
O=C(Cn1cccc1C(=O)c1ccccc1)NCCN1CCOCC1	-2	0.2	-34	-0.8	-2	·	34	-1.6	-3	1.2
Cc1ccc(S(=O)(=O)N2CCN(Cc3cccnc3)CC2)cc1	-3	-0.8	-14	-0.4	-8	-2	14	3.5	·	0.5
COc1cccc(NC(=O)CN(C)S(=O)(=O)c2ccc(C)cc2)c1	5	-3.0	-4	-3.6	-3	·	4	1.3	0	2.4
COc1ccc(S(=O)(=O)N/N=C/c2ccc(OCCN3CCOCC3)c(OC)c2)cc1	-3	0.4	-19	0.4	20	-3	19	2.3	-5	4.2
O=C(CSc1nnc(-c2cccnc2)o1)Nc1cccc(Cl)c1	-13	-1.4	-15	-2.3	30	8	15	5.5	2	-1.1
Cc1csc(N(C(=O)c2cccc(S(=O)(=O)N(C)C)c2)c2ccccc2)n1	10	-0.2	6	0.8	-6	·	-6	2.1	-3	1.4
Cc1ccc(S(=O)(=O)N2CCCCC2)cc1NC(=O)CN1C(=O)c2ccccc2S1(=O)=O	-3	-2.4	43	-2.0	-7	-1	-43	-1.3	12	1.1
CC(C)c1[nH]nc2c1C(C(C)C)C(C#N)=C(N)O2 (centres undefined)	-1	0.0	14	-0.3	-9	-6	-14	-0.1	-3	1.9
COCCCNC(=O)/C=C/c1c(Cl)cccc1Cl	3	-0.9	-18	-0.2	28	·	18	1.4	5	-0.1
Cc1ccc(NC(=O)c2cc(-c3cc(C)c(C)cc3O)n[nH]2)cc1C	-4	0.1	6	-0.1	20	3	-6	1.1	-3	2.6
CC(C)(C)N=C1SCC(C)(/C=N/O)S1 (centres undefined)	3	0.0	-8	0.3	·	-3	8	-1.2	-6	1.9
CCOc1ccccc1-c1nc2c([nH]1)c(=O)n(C)c(=O)n2C	0	2.4	-6	-2.5	-31	-3	6	2.0	-1	-0.8
Cc1cc(-c2csc(NC(=O)c3cccc(S(=O)(=O)N(C)C)c3)n2)c(C)n1-c1ccccc1	-10	-0.7	?	-2.9	-14	·	-70	3.6	-1	1.2
Nc1cc(OC(=O)c2cccs2)nn1S(=O)(=O)c1ccccc1	-2	-3.2	-18	-2.3	-5	·	18	0.6	-2	-0.5
COc1ccccc1Nc1nc(-c2c(C)[nH]c3ccccc23)cs1	-8	0.7	72*	-0.8	1	2	-72	4.0	6	1.7
CCSc1nnc(NC(=O)CSc2nc(CC)nc3c2c(=O)n(C)c(=O)n3C)s1	-3	-2.7	20	-0.8	·	0	-20	-2.2	-6	2.7
CCOC(=O)c1ccc(NC(=O)C2CC(O)CN2S(=O)(=O)c2ccc(C)cc2)cc1 (centres undefined)	1	-2.6	44	-1.1	6	0	-44	0.3	-2	-0.5
O=C(Cn1cnc2c(NCc3ccccc3)ncnc21)NCCN1CCOCC1	5	-0.7	-5	1.6	18	0	5	-0.1	-4	1.0
CC(/C=N/NC(=O)c1sc(N)nc1C)=C\c1ccccc1	-5	-1.2	12	0.0	120*	?	-12	0.0	-2	5.9
CCN(CC)CCCNC(=O)CNC(=S)N(CCCN1CCOCC1)Cc1cccs1	6	0.3	-27	-1.4	-6	-1	27	-0.2	-12	1.1
CCOC(=O)Cn1nnnc1CN(Cc1ccccc1)Cc1cc2cc(CC)ccc2[nH]c1=O	-11	1.7	-5	-2.5	12	·	5	-1.0	-4	2.0
O=C(NCCN1CCOCC1)c1ccc(CS(=O)(=O)Cc2ccccc2F)o1	-1	0.6	-3	-0.4	-5	·	3	3.3	1	1.5
O=C(CSC1=NS(=O)(=O)c2cc(Cl)ccc2N1)NCc1ccc(F)cc1	-3	1.4	-13	-1.6	7	2	13	3.5	-6	1.6
CCn1nc(C(=O)Nc2ccc(S(=O)(=O)Nc3ncccn3)cc2)c2ccccc2c1=O	-22	0.1	10	1.5	2	-1	-10	2.7	-2	1.3
CC1=NN(c2nc(-c3ccccc3)cs2)C(=O)C1N=Nc1ccccc1 (centres undefined)	6	3.0	-3	-0.4	19	-2	3	4.4	·	2.3
Cc1ccc(-c2noc(CCC(=O)NCCN3CCN(Cc4ccccc4)CC3)n2)cc1	0	2.0	3	-0.5	0	·	-3	0.9	·	3.2
COCCn1ccc2c(OCC(=O)Nc3cccc(NC(C)=O)c3)cccc2c1=O	2	-0.8	-3	-3.3	13	0	3	-1.6	-7	2.2
Cc1ccccc1-n1ccnc1SCC(=O)NCC1CCCO1 (centres undefined)	-7	-1.5	-16	-1.4	4	-3	16	-0.3	-1	5.4
CC(C)OCCCNC(=S)NNC(=O)C(c1ccccc1)c1ccccc1	3	3.4	-14	-0.4	-2	-1	14	0.8	·	2.4
COC(=O)c1[nH]c2ccc(C)cc2c1NC(=O)CN1CCc2cc(OC)c(OC)cc2C1	-3&8	-0.3	14&44	1.6	-15	-2	-14&-44	-1.7	-2	1.7
Cc1ccc(OCC(=O)Nc2ccc(S(=O)(=O)N3CCOCC3)cc2)c([N+](=O)[O-])n1	-1	1.1	-4	-2.3	-7	0	4	3.5	6	2.0
Cc1ccc(Nc2nc3ccccc3n3cnnc23)c(Cl)c1	-4	-1.6	15	-0.3	12	1	-15	-1.3	4	0.7
CCn1nc(NC(=O)Cc2ccc(OC)cc2)c2cc3cc(C)ccc3nc21	5	0.3	-12	-1.4	·	3	12	-1.3	·	1.8
CC(C)c1ccc(O)c(C(=O)c2cnn(-c3ccccc3)c2)c1	5	-2.0	19	-0.8	12	-2	-19	3.7	-4	-2.5
NNC(=O)c1cc2cc(OC(F)(F)F)ccc2[nH]1	-4	2.4	9	-1.0	-2	2	-9	5.0	-4	1.1
O=c1nccc(Nc2ccccc2)[nH]1	-7	0.4	10	-0.2	2	2	-10	0.1	63*	1.0
CC12CCC(c3c(C(=O)N4CCOCC4)nn(-c4ccccc4)c31)C2(C)C (centres undefined)	2	-1.5	-27	0.4	-8	0	27	1.4	-4	1.6
CCc1ccc(-n2c(SCc3cc(=O)n4cc(Br)ccc4n3)nc3[nH]ncc3c2=O)cc1	-3	-0.8	-5	-1.2	-12	1	5	-1.4	-6	4.6
CNC(=S)N(CCc1c(C)[nH]c2ccc(Cl)cc12)Cc1cc(OC)c(OC)c(OC)c1	4	-1.8	41	-0.1	-8	-2	-41	-0.6	·	1.3
O=C(CN(C(=O)CNC(=O)c1cccs1)c1ccc(F)cc1)NC1CCCCC1	3	-0.8	·	-1.9	2	-1	·	2.7	-2	0.8
Cc1ccn2c(NC3CCCCC3)c(C(C)C)nc2c1	7	-0.6	3	-2.3	3	4	-3	0.5	1	1.1
O=C(COC(=O)c1cc(=O)[nH]c(=O)[nH]1)NCc1ccccc1	-9	0.9	-4	-3.0	-13	·	4	2.2	0	2.6
CN(C)CCCNC1=CC(=O)OC12CCCCC2	8	-0.2	3	-3.0	5	0	-3	1.4	-7	3.3
CCCCNC(=O)c1onc(CSc2ccccc2)c1C(=O)O	-1	-1.5	-23	-0.6	2	-5	23	2.3	4	0.2
N#CC1=C(SCC(=O)c2ccc(Br)cc2)NC2=C(C(=O)CCC2)C1c1ccco1 (centres undefined)	-1	-1.1	·	-2.8	-12	·	·	-0.3	0	2.4
Cc1ccc(S(=O)(=O)Nc2ccc(N3CCN(C)CC3)nc2)cc1	8	2.1	-18	-2.4	-2	-3	18	2.7	-7	5.0
O=C(O)c1ccc(-n2cncn2)c([N+](=O)[O-])c1	-5	-0.8	-10	0.3	27	0	10	1.5	0	3.6
Cn1c(CC(=O)Nc2ccc(Cl)c(Cl)c2)n[nH]c1=S	5	1.0	-5	-0.7	5	-1	5	4.3	-5	1.4
Nn1c(SCC(=O)Nc2nccs2)nnc1C1CC1	6	-0.7	-7	-1.3	-1	1	7	0.1	-1	2.8
Cn1c(-c2cccc([N+](=O)[O-])c2)cnc1NCc1cccc(F)c1	-11	0.8	37	0.7	4	-1	-37	2.2	·	-0.6
CN(CC(=O)Nc1ccccc1Cl)C(=O)c1ccc(-c2cccc(C(F)(F)F)c2)o1	18	4.1	-6	-0.3	14	0	6	1.8	-2	2.2
C/C(=N\Nc1ncnc2sc(C)c(C)c12)c1ccccn1	20	14*	47	-0.4	-67	-6	-47	11	10	5.7
Cc1ccc(CN(C#N)c2nc(C)cc(C)n2)cc1	5	-0.8	-10	-2.5	-9	·	10	5.3	-2	2.7
Cc1ccc2cc3c(NC(=O)c4cccnc4)nn(C)c3nc2c1	0	-2.5	2	-0.7	7	·	-2	1.1	·	1.1
O=C(COc1cccc(C(F)(F)F)c1)N1CCN(c2ccc(O)cc2)CC1	4	0.2	-22	-1.3	-2	1	22	0.7	-2	0.8

Entries of single compounds, looked up by structure. Values in the order: Tat transport | Ecoli viability | SR-BI DiI inh | CAL PDZ FP-1 | MITF TRPM1 HTS | Wnt bcat act | SR-BI DiI-HDL act | AddAB inh | CAL PDZ FP-2 | phage Ecoli inh
`CNC(=S)N(CCc1c(C)[nH]c2ccc(Cl)cc12)Cc1cc(OC)c(OC)c(OC)c1` is listed as 4 | -1.8 | 41 | -0.1 | -8 | -2 | -41 | -0.6 | · | 1.3
`Cc1ccn2c(NC3CCCCC3)c(C(C)C)nc2c1` is listed as 7 | -0.6 | 3 | -2.3 | 3 | 4 | -3 | 0.5 | 1 | 1.1
